Screens as filed in PubChem BioAssay.
MOR-DOR ag = agonists of OPRM1-OPRD1 heterodimerization, primary screen, cell-based, luminescence | Mu-type opioid receptor (Homo sapiens) + Delta-type opioid receptor (Homo sapiens), … | cells | activation, % at 9.3 µM | 340,000 compounds, 0.3% hits | AID 504326, 2011; in the data active = activation above about 18%;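 also: 0% = vehicle-treated cells and 100% = reference agonist; values of inactives mirror those of a sister screen read the other way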
DAGLB inh = DAGLB lipase inhibitors, primary screen, biochemical, fluorescence, HTS; Diacylglycerol lipase-beta (Homo sapiens), Q8NCG7; HEK293T DAGLB membrane lysate, EnzChek fluorogenic substrate; inhibition, % at 5.17 µM; 340,000 compounds, 0.059% hits; AID 504411, 2011; in the data active = inhibition above about 34%;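 also: 0% = enzyme with vehicle and 100% = wells lacking enzyme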
Target sequence (Q8NCG7 whole entry, looked up): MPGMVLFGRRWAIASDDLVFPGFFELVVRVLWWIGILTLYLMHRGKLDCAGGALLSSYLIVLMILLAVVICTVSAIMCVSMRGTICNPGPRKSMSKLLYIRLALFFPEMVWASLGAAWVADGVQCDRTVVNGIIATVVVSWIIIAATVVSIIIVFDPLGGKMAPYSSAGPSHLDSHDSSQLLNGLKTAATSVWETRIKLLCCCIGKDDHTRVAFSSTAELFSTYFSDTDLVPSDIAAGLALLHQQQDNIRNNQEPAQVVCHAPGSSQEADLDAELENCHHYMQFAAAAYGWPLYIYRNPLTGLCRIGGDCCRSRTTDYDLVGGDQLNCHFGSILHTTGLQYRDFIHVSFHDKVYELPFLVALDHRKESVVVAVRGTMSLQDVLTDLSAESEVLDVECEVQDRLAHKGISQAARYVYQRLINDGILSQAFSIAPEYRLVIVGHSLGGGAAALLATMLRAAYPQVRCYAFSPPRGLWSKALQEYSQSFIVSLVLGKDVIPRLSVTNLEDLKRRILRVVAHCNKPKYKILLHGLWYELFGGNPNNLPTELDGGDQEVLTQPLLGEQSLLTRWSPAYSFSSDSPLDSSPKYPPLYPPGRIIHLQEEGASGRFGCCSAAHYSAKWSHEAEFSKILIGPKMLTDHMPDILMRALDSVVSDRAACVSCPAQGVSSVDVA
PKA-R2B activ = activators of PKA-R2B holoenzyme, primary screen, biochemical, fluorescence polarization, Cy5-IP20, human | cAMP-dependent protein kinase catalytic subunit beta (Homo sapiens) + cAMP-dependent … | activation, % at 11.4 µM | 340,000 compounds, 0.079% hits | PKA-R2B holoenzyme dissociation; R2B truncated from residue 108, S112A mutant; 0% DMSO only, 100% 113 µM cGMP;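 active = activation above a cutoff set at the mean over all compounds plus 3 SD, cut at about 18% in these data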;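 also: higher means more holoenzyme dissociation and a rise in polarization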
OPRM1-OPRD1 inv = inverse agonists of MOR-DOR heterodimerization, primary screen, cell-based, luminescence; Mu-type opioid receptor (Homo sapiens) + Delta-type opioid receptor (Homo sapiens), …; cell-based MOR-DOR heterodimer luminescence, inverse agonism; inhibition, % at 9.3 µM; 340,000 compounds, 0.21% hits; AID 504357, 2011; in the data active = inhibition above about 22%, passing the limit was not always enough;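 also: 0% = cells with DMSO and 100% = wells without cells with DMSO; values of inactives mirror those of a sister screen read the other way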
V-ATPase pH = regulators of yeast V-ATPase proton pumping, primary screen, pHLuorin cytosolic pH fluorescence | S. cerevisiae | response, % at 10 µM | 350,000 compounds, 0.37% hits; in the data active = response mostly above about 7.3%, no sharp cut-off; inactive = mostly below about 5.4%; also: actives read high; inactives centre near 0; some compounds called inactive have numbers as strong as hits; reference of the scale not given here
Arr AP2 block = inhibitors of beta-arrestin/AP2 binding, primary screen, biochemical, GPCR trafficking, flow cytometry; AID 504490, 2011; 340,000 compounds, 0.31% hits; FITC-arrestin peptide / GST-AP2 beads; AP2 beta2 appendage carries R879A mutation; inhibition, % at 10 µM; beta-arrestin 1 C-terminal peptide binding to AP2 beta2-adaptin appendage (human);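 active = inhibition above a set limit, near 3 SD of compounds lacking own fluorescence, cut at about 54% in these data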;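 also: plate controls were DMSO wells for no effect and 5 µM unlabelled arrestin peptide for full effect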
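system = GST-tagged AP2 beta2-adaptin appendage (R879A) on 4 µm glutathione beads | reagent = FITC-labelled arrestin peptide probe, 50 nM final | schedule = compound with beads 12 min RT, then probe 1 h RT | signal = HyperCyt-sampled flow cytometry, FL1 channel, ex 488/em 535 nm | read-out = percent response from loss of bead-bound FITC fluorescence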
HTR5A inv ctr = HTR5A inverse agonists in luminescence cell assay, primary screen, counter-screen for OPRM1-OPRD1 heterodimer inverse agonist project, full-deck HTS; 5-hydroxytryptamine receptor 5A (Homo sapiens), P47898; HTR5A cell line, inverse agonism; inhibition, % at 9.3 µM; 340,000 compounds, 0.083% hits; in the data active = inhibition mostly above about 23%, no sharp cut-off; inactive = mostly below about 18%;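 also: 0% = cells with DMSO and 100% = no-cell wells with DMSO; some compounds called inactive have numbers as strong as hits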
Target sequence (P47898 whole entry, looked up): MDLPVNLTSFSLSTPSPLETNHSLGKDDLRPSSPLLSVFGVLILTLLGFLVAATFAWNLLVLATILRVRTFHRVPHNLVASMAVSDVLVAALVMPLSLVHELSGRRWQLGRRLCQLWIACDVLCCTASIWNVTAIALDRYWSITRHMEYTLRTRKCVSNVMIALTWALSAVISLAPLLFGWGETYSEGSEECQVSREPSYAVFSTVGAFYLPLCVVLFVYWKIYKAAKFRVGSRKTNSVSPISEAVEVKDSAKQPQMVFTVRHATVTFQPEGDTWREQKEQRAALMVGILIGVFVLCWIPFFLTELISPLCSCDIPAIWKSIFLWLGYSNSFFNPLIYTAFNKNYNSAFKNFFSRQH
Pemphigus Ab inh = inhibitors of pemphigus antibody binding to DSG3, primary screen, biochemical, bead-based, flow cytometry, scFv-GFP | 310,000 compounds, 0.48% hits | Desmoglein-3 (Homo sapiens), P32926 | DSG3-coupled beads, scFv-anti-DSG3-GFP binding; hits give low values | binding (percent of control), % at 10 µM;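 active = binding more than 3 SD below its plate's average and above zero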;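 also: hits lower antibody fragment binding to DSG3; some compounds called inactive have numbers as strong as hits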
PKA-R1A act = activators of PKA-R1A holoenzyme, primary screen, biochemical, fluorescence polarization, Cy5-IP20, bovine R1A, mouse PKAc. 340,000 compounds, 0.083% hits. AID 504707, 2011. PKA-R1A dissociation; scaled: DMSO 0%, 113 µM cGMP 100%. cAMP-dependent protein kinase type I-alpha regulatory subunit (Bos taurus) + …. activation, % at 11.4 µM;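 active = percent activation above the mean of all tested compounds plus 3 SD, cut at about 19% in these data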;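 also: higher means more PKAc released from R1A so a rise in polarization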
HTR5A ag ctr = HTR5A agonists in luminescence cell assay, primary screen, counter-screen for OPRM1-OPRD1 heterodimer agonist project, full-deck HTS; 5-hydroxytryptamine receptor 5A (Homo sapiens), P47898; cell-based; activation, % at 9.3 µM; 340,000 compounds, 0.61% hits; AID 504692, 2011; in the data active = activation mostly above about 9.5%, no sharp cut-off; inactive = mostly below about 7.6%;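 also: 0% = cells with vehicle only and 100% = reference agonist; strong numbers were not always called active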
* hit, by the source's call; / = no result given.

SMILES | MOR-DOR ag | DAGLB inh | PKA-R2B activ | OPRM1-OPRD1 inv | V-ATPase pH | Arr AP2 block | HTR5A inv ctr | Pemphigus Ab inh | PKA-R1A act | HTR5A ag ctr
O=C(NN=Cc1ccc(F)cc1)c1ccccc1NS(=O)(=O)c1cccs1 | -0.1 | 4 | 5 | 0 | -3 | 6 | -6 | 97 | 6 | 2
Cc1ccc2nc3c(cc(C(=O)NCc4ccco4)c(=N)n3C3CCCC3)c(=O)n2c1 | -0.1 | 2 | 4 | 0 | 3 | -11 | 5 | 105 | -2 | -2
CC(c1ccccc1)C1C(C#N)=C(N)OC2=C1C(=O)CCC2 (configuration not stated) | -0.9 | -1 | 2 | 4 | -1 | -3 | 21 | / | -7 | -8
CC(NC(=O)c1ccc([N+](=O)[O-])o1)C1CC2CCC1C2 (configuration not stated) | 6.8 | -1 | -7 | -35 | -1 | 4 | 0 | 97 | 4 | 0
CCN(C(=O)COC(=O)c1ccc2c(=O)n3c(nc2c1)CCC3)C1CCS(=O)(=O)C1 (configuration not stated) | -0.5 | -2 | -6 | 3 | -1 | -5 | -17 | 89 | -2 | 6
CC(OC(=O)c1cccs1)C(=O)Nc1nc(-c2ccccc2)cs1 (configuration not stated) | -0.2 | -3 | -7 | 1 | 0 | 1 | -10 | 88 | 4 | 4
CC(C)CCn1c(SCC#N)nc2c(sc3ccccc32)c1=O | 0.9 | -4 | -4 | -5 | 4 | 8 | -11 | / | -15 | -3
COc1ccc(NC(=O)c2c(SC)nsc2SC)cc1 | -2.2 | -3 | -10 | 9 | -2 | 25 | -26 | / | -2 | 11
Cc1ccc(-n2nc3c(c2NC(=O)C2CC2)CS(=O)(=O)C3)cc1 | -0.8 | -2 | 5 | 4 | 0 | 2 | 15 | 97 | 6 | 0
O=C(N=c1ccn(-c2nc3ccccc3nc2NS(=O)(=O)c2ccccc2)cc1)c1ccccc1Cl | -1.7 | 7 | 11 | 9 | 1 | 4 | 6 | 99 | -2 | 5
O=C(c1ccc(N2CCOCC2)c([N+](=O)[O-])c1)N1CCN(c2ccccc2F)CC1 | -2.6 | 3 | -5 | 14 | -2 | -8 | -2 | 99 | 0 | 1
O=C(O)CSc1nc2ccc(C(=O)c3ccccc3)cc2[nH]1 | -2.7 | -3 | -11 | 13 | -1 | 24 | 5 | 97 | -2 | -1
COCCSc1nnc(NC(=O)Cc2ccccc2OC)s1 | -0.8 | 1 | 1 | 4 | -4 | 25 | -29 | 95 | 2 | 0
CC1C/C(=C/c2cccn2C)C(=O)/C(=C/c2cccn2C)C1 (configuration not stated) | 4.4 | -139 | -1 | -27 | 4 | 14 | 8 | 113 | -3 | 3
NC(=O)CSc1nc(O)cc(=O)n1-c1ccccc1 | -1.1 | 1 | 4 | 7 | 1 | -2 | 8 | 105 | -9 | 0
O=C(OCC(=O)N1CCCCCC1)c1ccc[nH]c1=O | 0.7 | 1 | 3 | -3 | 3 | -4 | 14 | / | -7 | -5
N#CC(C(=O)Nc1ccccc1)=C1CCCCC1 | -2.2 | -1 | 8 | 12 | -1 | 6 | 15 | 91 | 6 | 2
Cc1cc(C)nc(SCCc2ccncc2)n1 | -2.1 | -1 | -4 | 13 | 3 | 0 | 7 | / | -1 | 0
O=C(c1ccoc1)N1CCCC(Nc2ccc(F)c(F)c2)C1 (configuration not stated) | -4.9 | 0 | 7 | 25 | 2 | -9 | -8 | / | -1 | -1
CC1=C(C(=O)N2CCOCC2)C(c2cccc3ccccc23)NC(=S)N1 (configuration not stated) | -0.1 | -2 | -8 | 1 | -1 | 3 | 4 | 96 | -13 | 2
N#Cc1c(C(F)(F)F)cc(-c2ccc(Cl)c(Cl)c2)nc1SCCN1CCOCC1 | -1.4 | 0 | -3 | 8 | -6 | 13 | -19 | 105 | -5 | 0
Cc1ccc(/C=N/n2c(-c3cccnc3)n[nH]c2=S)s1 | -1.1 | 2 | -8 | 6 | 0 | 10 | -8 | 103 | 0 | -1
Cc1cccc2c(=O)n3c(nc12)CCCCC3 | 1.2 | -1 | -5 | -7 | 2 | -8 | 7 | 107 | 9 | -2
O=C(N/N=C\c1cn[nH]c1-c1ccccc1)c1ccc([N+](=O)[O-])cc1 | 1.8 | 3 | -18 | -9 | 0 | -15 | 2 | 101 | -8 | -1
Cc1ccc(N(CC(=O)NC(C)C)C(=O)CCC(=O)Nc2ccccn2)cc1 | -2.3 | 0 | 4 | 12 | 1 | -4 | -18 | 115 | -3 | 7

(further entries)
SMILES | MOR-DOR ag | DAGLB inh | PKA-R2B activ | OPRM1-OPRD1 inv | V-ATPase pH | Arr AP2 block | HTR5A inv ctr | Pemphigus Ab inh | PKA-R1A act | HTR5A ag ctr
CCOc1ccc(CCNC(=O)COC(=O)CCC(=O)c2cccs2)cc1OCC | -2.8 | 1 | 1 | 15 | 1 | 6 | 2 | 100 | 2 | 3
Cc1ccc(-c2ccc(=O)n(Cc3cc(C)ccc3C)n2)cc1 | 3.5 | -6 | -5 | -16 | 2 | 32 | 2 | 116 | -2 | -1
COc1cccc(C(=O)NCCS(=O)(=O)N2CCc3ccccc3C2)c1 | 0.5 | 2 | -1 | -3 | 0 | 1 | 7 | 103 | -6 | -3
CCOC(=O)CSc1cc(CS(=O)(=O)c2ccccc2)nc(-c2ccccc2)n1 | 2.2 | -3 | 9 | -10 | 1 | -4 | 6 | 85 | 0 | 0
Cc1ccc(SCC(=O)N2CCCC2)cc1 | -0.9 | -3 | 7 | 6 | -3 | 25 | -1 | / | -9 | 2
O=C(O)c1cccc(C(=O)c2cccc(C(=O)O)c2)c1 | -4.2 | -4 | -3 | 21 | -1 | -1 | -1 | 105 | -3 | 2
CCOc1ccc(OCCC(=O)OCC(=O)NCc2ccc(Cl)cc2)cc1 | 2.0 | -1 | -7 | -13 | 3 | 5 | 6 | 101 | -11 | -2
O=C(NCCc1ccccc1)C1CCC(=O)N(Cc2ccc(Cl)cc2)C1 (configuration not stated) | -3.0 | -1 | -6 | 15 | 1 | 0 | 1 | 105 | -12 | -1
Cc1ccccc1S(=O)(=O)Cc1ccc(C(=O)NCCCN2CCCC(C)C2)o1 (configuration not stated) | -2.0 | 1 | -2 | 10 | 3 | 0 | -2 | / | -2 | 1
CCOC(=O)c1c[nH]c2c(C(F)(F)F)cccc2c1=O | -2.6 | -1 | 9 | 13 | -3 | 10 | -7 | 82 | 4 | 3
CC(CC(=O)Nc1nncs1)c1ccccc1 (configuration not stated) | -0.9 | 2 | -3 | 5 | 4 | 3 | -27 | 108 | -7 | -2
CCCCN(C(=O)CSc1nnc(Nc2ccccc2)s1)c1c(N)n(CCC)c(=O)[nH]c1=O | -1.3 | 1 | 1 | 7 | 1 | 33 | 2 | 107 | -9 | -2
O=C(COC(=O)c1ccc(CNS(=O)(=O)c2ccc(F)c(Cl)c2)cc1)NCC1CCCCC1 | 1.3 | -3 | -5 | -7 | 1 | -11 | -17 | / | -16 | 5
COc1ccccc1N1CCN(C(=O)c2ccc(Br)o2)CC1 | 1.1 | -8 | -6 | -4 | 1 | 7 | 15 | / | -1 | -6
COc1ccc(C2/C=C\CNCC(=O)N2Cc2ccc(F)cc2)cc1 (configuration not stated) | -2.4 | 2 | -1 | 13 | 2 | -6 | 9 | 99 | -5 | 5
O=C(c1cc([N+](=O)[O-])ccc1N1CCOCC1)N1CCN(S(=O)(=O)c2cc(Cl)ccc2Cl)CC1 | -4.1 | 1 | -16 | 22 | 0 | -6 | -6 | 99 | 1 | 0
CCOc1ccc(-c2ncncc2-c2ccccc2OC)c(O)c1 | -0.3 | -5 | -4 | 1 | 0 | 17 | -5 | 97 | -4 | 1
Cc1nn(C)c(C)c1CNC(=O)Nc1ccc(Cl)cc1 | 3.7 | -1 | -3 | -17 | -2 | -3 | -9 | / | -13 | 3
CN(C(=O)COC(=O)c1ccc(Br)c(S(=O)(=O)N2CCOCC2)c1)C1CCCCC1 | -0.2 | -4 | 0 | 1 | 0 | -15 | 9 | 96 | 2 | -2
Clc1ccc(-c2nnn(Cc3nc4ccccc4s3)n2)cc1 | 2.2 | -16 | -2 | -14 | -1 | -1 | -29 | / | 3 | 2
O=C(NC(=S)N1CCN(c2c(Cl)cccc2[N+](=O)[O-])CC1)c1cccs1 | -2.6 | 2 | 2 | 15 | 0 | -6 | -11 | 104 | -6 | 0
O=C(c1nc2ccccn2c1CN1CCC(Cc2ccccc2)CC1)N1CCCC1 | -2.5 | 1 | 7 | 15 | 3 | 2 | 12 | 106 | 7 | -4
O=C(Nc1ccc(-c2ccccc2)cc1)c1ccco1 | 0.4 | 1 | -2 | -2 | -2 | -15 | -8 | 106 | -6 | -1
CC1CCc2nc(NC(=O)Cc3cccs3)sc2C1 (configuration not stated) | -0.4 | -2 | -13 | 2 | 0 | 1 | 2 | 113 | -2 | 3
CCOC(=O)C1=C(CSc2nncn2C)NC(=O)NC1c1cc(OCC)ccc1OCC (configuration not stated) | -2.3 | 0 | 1 | 11 | 1 | -3 | 12 | 88 | -1 | -5

Next section:
SMILES | MOR-DOR ag | DAGLB inh | PKA-R2B activ | OPRM1-OPRD1 inv | V-ATPase pH | Arr AP2 block | HTR5A inv ctr | Pemphigus Ab inh | PKA-R1A act | HTR5A ag ctr
Cc1ccccc1NC(=O)c1cccc(N2C(=O)C3C4CC(C(Br)C4Br)C3C2=O)c1 (configuration not stated) | -0.4 | -4 | 2 | 1 | 1 | -3 | 10 | 108 | 0 | -2
Cc1cccc(N(CC(=O)N2CCN(C)CC2)S(=O)(=O)c2ccccc2)c1 | -2.8 | -3 | 3 | 14 | -2 | 12 | 6 | 106 | -5 | -2
CCOC(=O)c1c(CS(=O)(=O)c2ccccc2)n(C)c2cc(Br)c(O)cc12 | -2.2 | 0 | -3 | 11 | -1 | 3 | 18 | 120 | -7 | -5
CCCCc1nc2ccccc2c(C(=O)O)c1C | -2.1 | 1 | -2 | 11 | -2 | 3 | 13 | 81 | -6 | -2
Cc1ccc(N=C2C(=O)Nc3c(C)cccc32)cc1 | -11 | 1 | 10 | 55* | -1 | 3 | 14 | 119 | 2 | -4
Cc1nc2ccc(Br)cn2c1C(=O)N/N=C\c1ccc(C(C)C)cc1 | -2.9 | 1 | -8 | 14 | -1 | -4 | -13 | 124 | -14 | 3
